# GDH-TPI inh = counter-screen for M. tuberculosis FBA inhibitors: GDH-TPI coupled enzymes; GDH-TPI coupled enzyme counterscreen, NADH absorbance; actives 1.2% (n = 360,000); AID 588335; inhibition, % at 4.8 µM; in the data active means inhibition above about 30%;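 further: 0% = DMSO wells and 100% = wells lacking the enzyme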
# UGM FP inh = Mtb UDP-galactopyranose mutase inhibition. P9WIQ1. purified UGM, fluorescence polarization probe displacement. inhibition, % at 10 µM. actives 0.06% (n = 320,000). AID 504406; in the data active means inhibition above about 10%, passing the limit was not always enough; inconclusive means no clear call, values can overlap the other calls
# BoNT F protease = inhibitors of Botulinum neurotoxin F light chain protease; Multiplex microsphere protease cleavage assay, flow cytometry; inhibition, % at 10 µM; actives 0.22% (n = 360,000); in the data active means inhibition above about 35%, passing the limit was not always enough; inconclusive means no clear call, values can overlap the other calls; further: plate controls were buffer without enzyme for full effect and enzyme alone for no effect
# MazF activator = increases E. coli MazEF RNase cleavage of RNA. P0AE70. FAM/BHQ RNA-DNA oligo cleavage fluorescence, 5 h. activation, % at 20 µM. actives 0.32% (n = 350,000). AID 504720; in the data active means activation above about 50%
# Target sequence (P0AE70 whole entry, looked up): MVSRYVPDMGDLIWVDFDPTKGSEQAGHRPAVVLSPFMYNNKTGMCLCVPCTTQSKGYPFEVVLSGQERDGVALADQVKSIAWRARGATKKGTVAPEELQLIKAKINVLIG
# Mtb BioA inh = BioA (M. tuberculosis) enzyme inhibition | purified M. tuberculosis BioA enzyme, plate reader | inhibition, % at 9.99 µM | actives 0.096% (n = 360,000); in the data active means inhibition above about 40%; inconclusive means no clear call, values can overlap the other calls
# PrPC TRFRET = inhibitors of human cell surface prion protein PrPC. TR-FRET read-out. actives 0.43% (n = 370,000). inhibition, % at 13.8 µM. P04156; in the data active means inhibition above about 24%; further: 0% = median of the test wells and 100% = reference compound wells
# Rv3671c inh = Rv3671c (M. tuberculosis) protease inhibition; P9WHR9; inhibition, % at 5.96 µM; actives 0.048% (n = 320,000); in the data active means inhibition above about 38%;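 further: extracellular domain of Rv3671c used as enzyme; 0% = enzyme with DMSO and 100% = no enzyme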
# Target sequence (P9WHR9 whole entry, looked up, the tested form may be a part): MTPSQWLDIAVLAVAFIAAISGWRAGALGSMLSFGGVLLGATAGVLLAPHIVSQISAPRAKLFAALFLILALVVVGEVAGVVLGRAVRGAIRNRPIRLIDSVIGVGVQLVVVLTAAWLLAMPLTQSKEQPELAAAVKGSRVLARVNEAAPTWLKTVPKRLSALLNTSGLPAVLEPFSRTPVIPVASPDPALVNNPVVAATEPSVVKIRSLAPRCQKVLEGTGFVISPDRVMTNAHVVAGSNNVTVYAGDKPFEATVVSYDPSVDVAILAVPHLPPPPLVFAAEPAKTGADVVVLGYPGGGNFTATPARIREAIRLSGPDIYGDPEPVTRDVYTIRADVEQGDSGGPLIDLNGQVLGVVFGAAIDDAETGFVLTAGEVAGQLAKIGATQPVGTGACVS
# FBA Mtb inh = inhibits M. tuberculosis FBA enzyme. P9WQA3. purified M. tuberculosis FBA, fluorescence read-out. inhibition, % at 1 µM. actives 2.3% (n = 360,000); in the data active means inhibition above about 27%;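 further: 0% = vehicle and 100% = reference inhibitor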
# Target sequence (P9WQA3 whole entry, looked up): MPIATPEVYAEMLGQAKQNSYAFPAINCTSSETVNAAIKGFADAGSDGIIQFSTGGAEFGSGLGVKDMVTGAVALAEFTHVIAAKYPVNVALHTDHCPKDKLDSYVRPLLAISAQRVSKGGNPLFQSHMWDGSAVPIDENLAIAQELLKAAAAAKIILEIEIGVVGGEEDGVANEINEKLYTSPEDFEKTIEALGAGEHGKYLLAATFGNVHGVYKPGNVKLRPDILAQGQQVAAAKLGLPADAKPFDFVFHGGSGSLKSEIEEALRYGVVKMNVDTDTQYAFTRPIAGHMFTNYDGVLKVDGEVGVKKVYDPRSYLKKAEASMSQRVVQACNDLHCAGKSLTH
# FadD28 binding = blocks FadD28 binding to the bisubstrate probe | actives 0.22% (n = 360,000) | AID 588549 | fluorescence polarization | inhibition, % at 12.5 µM; in the data active means inhibition above about 8.5%, passing the limit was not always enough; inconclusive means no clear call, values can overlap the other calls
# Active calls of the source: *; ? = inconclusive; . = not tested or not shown; + = active, no number; & = joins results of further samples.
SMILES,GDH-TPI inh,UGM FP inh,BoNT F protease,MazF activator,Mtb BioA inh,PrPC TRFRET,Rv3671c inh,FBA Mtb inh,FadD28 binding
COCCn1nnnc1C(c1cccc(C#N)c1)N1CCCCCC1 (stereo unspecified),11.1,-1.7,-8.8,-7.5,0.7,6.1,-1.0,-0.8,1.0
COc1ccc(-n2c(Cc3cc(=O)[nH]c(=O)[nH]3)nnc2SCC(=O)N2CCCC2)cc1,3.0,4.0,-7.6,2.4,-1.2,-10.1,-2.3,-0.6,-3.6
COc1ccc(CNC(=O)C2CCN(S(=O)(=O)N3CCCC3)CC2)cc1,6.9,0.3,-7.3,4.5,-4.4,-5.9,1.6,-1.2,-0.1
O=C(C[C@H]1C/C=C\CCCC(=O)OC[C@H]2CCCN2C1=O)NCCO,11.7,0.8,2.2,-0.4,0.6,1.0,6.2,-0.6,-0.8
CCOC(=O)C1CCN(C(=O)c2cc3c(ccc4ccccc43)o2)CC1,8.6,-1.8,3.8,2.8,1.6,8.4,-1.7,1.4,-0.8
O=C(NCC(=O)N(Cc1cccs1)C(C(=O)NC1CCCCC1)c1ccco1)c1ccco1 (stereo unspecified),-3.5,0.4,12.6,5.7,-0.4,-1.9,-2.5,-5.3,-4.0
CCc1ccc(CNCCNCC(C)O)cc1 (stereo unspecified),0.0,0.5,-9.3,8.1,-0.7,2.9,-1.8,-4.3,-2.6
CCOn1c(=O)c(-c2ccc(OC)cc2)[n+]([O-])c2ccccc21,9.3,0.8,7.4,8.1,-0.9,-47.2,-2.0,0.7,-1.4
O=C(c1cnc(Cc2c[nH]c3ccccc23)c(I)c1)N1CCOCC1,1.0,.,-1.7,.,1.1,-2.1,.,-0.1,-1.2
Cc1ccccc1Nc1ncccc1C(=O)N1CCOCC1,-0.6,0.9,5.0,12.4,4.6,-3.8,-0.9,1.1,-3.8
Nc1nc(SCCN2C(=O)c3ccccc3C2=O)n[nH]1,0.0,0.0,4.8,1.0,-0.4,-2.3,-6.0,2.5,-2.1
Cc1ccnc(NS(=O)(=O)c2cnc(Cl)c(Br)c2)c1,-3.0,1.2,-6.2,-1.9,.,2.4,-6.6,-0.3,-1.3
CC1C2=C(CC(C)(C)CC2=O)NC2=C1C(=O)CC(C)(C)C2,-2.5,-1.5,-3.4,4.8,3.8,-3.5,-6.6,+,-1.0
O=C(Nc1c[nH]c(=O)[nH]c1=O)c1cccc([N+](=O)[O-])c1,16.1,-4.3,-18.5,-20.4,-0.1,-16.7,.,0.2,-0.4
CC(C)CN(C(=O)COC(=O)c1c(Cl)ccc(Cl)c1Cl)C1CCS(=O)(=O)C1 (stereo unspecified),4.4,0.5,1.8,1.6,-2.3,-0.8,-2.8,1.9,-0.6
CC1(C(=O)NS(=O)(=O)c2ccc3c(c2)CCO3)CCN1C(=O)CCC1CCCC1 (stereo unspecified),8.0,.,-12.9,.,-1.0,3.6,.,2.3,-3.0
COCCCN1C(=O)c2ccc(C(=O)OCC(=O)N(C)c3ccccc3)cc2C1=O,-5.0,-0.7,2.1,5.5,-0.1,-8.0,-3.2,-2.5,-2.0
Cc1cc(NC(=O)c2ccc(NC(=O)C(C)Oc3ccccc3)cc2)no1 (stereo unspecified),18.5,-1.6,7.5,-2.8,-0.4,9.1,-15.5,-2.0,0.4
CCc1ccc(S(=O)(=O)NCCc2csc(-c3ccccc3)n2)s1,-6.2,-0.6,-0.4,-16.1,0.9,3.5,-7.2,-4.4,-5.9
CCCc1nnc(NC(=O)CCC(=O)N2CCC(Cc3ccccc3)CC2)s1,7.4,-0.1,-0.8,-2.5,-1.2,-4.3,-2.7,0.2,-1.9
CCOc1ccccc1N1CCN(CC(=O)Nc2nnc(CC)s2)CC1,5.2,1.8,6.7,2.7,-0.2,-1.0,-1.5,-2.3,0.3
O=C(CSc1nc2ccccc2o1)Nc1ccccc1,3.0,2.0,0.2,0.2,1.6,2.6,-2.6,-0.1,-0.9
CN(C)CCN(Cc1ccco1)C(=O)c1oc2ccccc2c1NC(=O)COc1ccccc1,1.7,-0.1,2.5,9.5,-0.4,-9.0,-12.2,-0.6,-5.6
Cc1nnc(NC(=O)C2=COCCO2)s1,1.4,.,?,2.5,-1.5,3.8,6.0,2.0,1.5
COc1ccc(CN2C(=O)C(Cc3ccccc3)Nc3ncnc(N4CCOCC4)c32)cc1 (stereo unspecified),14.7,-0.5,-9.0&16.4,-5.2,-0.1&0.6,6.3,-12.6,0.8&2.6,0.1&0.2

# Reprinted from the part before: four compounds, then new ones.
SMILES,GDH-TPI inh,UGM FP inh,BoNT F protease,MazF activator,Mtb BioA inh,PrPC TRFRET,Rv3671c inh,FBA Mtb inh,FadD28 binding
O=C(CSc1nc2ccccc2o1)Nc1ccccc1,3.0,2.0,0.2,0.2,1.6,2.6,-2.6,-0.1,-0.9
CN(C)CCN(Cc1ccco1)C(=O)c1oc2ccccc2c1NC(=O)COc1ccccc1,1.7,-0.1,2.5,9.5,-0.4,-9.0,-12.2,-0.6,-5.6
Cc1nnc(NC(=O)C2=COCCO2)s1,1.4,.,?,2.5,-1.5,3.8,6.0,2.0,1.5
COc1ccc(CN2C(=O)C(Cc3ccccc3)Nc3ncnc(N4CCOCC4)c32)cc1 (stereo unspecified),14.7,-0.5,-9.0&16.4,-5.2,-0.1&0.6,6.3,-12.6,0.8&2.6,0.1&0.2
CCc1nc2ccc(C(=O)N(C)C(C)C)cn2c1N(CCC(C)C)CCN(C)C,0.9,.,2.6,.,-1.5,-11.2,.,-1.7,-3.0
COc1ccc(NC(=O)CSc2nnnn2C)cc1,8.5,-1.1,-4.0,-6.4,.,-1.7,-1.9,-1.3,-0.1
COc1ccc(NC(=O)CNC(=O)c2c(C)nn(C)c2Cl)cc1,-0.6,.,-7.4,13.2,-1.4,3.4,2.7,1.8,-1.7
CC(C)(C)C(=O)/C=C(\N)c1ccccn1,24.1,-0.7,4.7,0.1,1.2,-5.8,-5.8,0.6,-1.3
Cc1cc2c(Nc3ccc(O)cc3)ncnc2s1,4.3,1.8,6.5,13.7,7.0,-5.5,.,-0.6,-2.5
Cc1ccc(-c2nnc(SCC(=O)CC(=O)Nc3ccccc3)n2-c2ccccc2)cc1,-7.7,-0.5,-9.3,-2.6,-2.3,-2.7,2.0,0.3,-4.4
N=c1c(C(=O)NCCN2CCOCC2)cc2c(=O)n3ccccc3nc2n1CCc1ccccc1,0.5,1.0,-4.0,13.0,2.5,-36.9,0.4,173.4*,-3.1
COCCCNC(=O)/C=C/c1ccc(OCc2c(F)cccc2Cl)cc1,1.3,0.0,0.3,-4.6,.,9.9,0.6,2.0,-1.1
CN(C)/C=C1\C(=O)N(c2ccc(F)cc2F)C(c2cccnc2)S1(=O)=O (stereo unspecified),-5.4,-1.6,?,8.0,0.3,4.2,3.4,0.4,-0.9
C/C(N)=C(/C#N)C(=O)CSc1nc2ccccc2c(=O)n1CCCOC(C)C,1.9,-0.6,-1.9,9.8,.,-2.8,-3.7,-2.8,-4.2
Nc1c(S(=O)(=O)c2ccccc2)c2nc3ccccc3nc2n1CCN1CCOCC1,15.0,1.7,3.1,-0.4,.,-6.8,-0.7,46.8*,-2.4
COc1ccc(C)cc1NC(=O)c1ccc(OCc2c(C)noc2C)cc1,15.1,3.0,0.2,3.2,.,-2.1,-2.3,1.0,-2.1
COc1ccc(C(=O)Nc2nnc(S(=O)(=O)N3CCOCC3)s2)cc1,24.8,0.4,2.5,4.0,1.7,1.3,7.1,0.7,-2.9
O=C(CCSCc1ccc(Cl)cc1)NCCC1=CCCCC1,.,0.5,-3.3,-4.3,.,3.4,0.7,.,-0.5
O=C(C[N+]12CC[N+](CC(=O)c3ccc(F)cc3)(CC1)CC2)c1ccc(F)cc1,-3.5,-4.2,-10.0,4.2,-0.1,-7.1,0.2,2.1,-2.3
CSc1nc2nc3c(c(=O)n2[nH]1)CCC3,5.7,0.1,-14.7,8.0,-1.8,3.7,5.3,2.5,0.1
COc1ccc(-n2c3c(cc(C(=O)N4CCCCC4)c2=O)C(=O)CC(C)(C)C3)cc1,7.0,-1.9,-3.6,6.3,0.5,2.9,-1.6,4.1,-0.6
COc1ccc(-c2nc(CS(=O)CC(=O)NC(C)CCc3ccccc3)c(C)o2)cc1OC (stereo unspecified),-0.4,-1.1,3.4,-1.7,4.2,-2.6,-13.1,6.0,-4.1
O=C(O)c1cccc(-n2sc3ccccc3c2=O)c1,-2.0,1.3,-7.1,-9.2,-0.1,-1.8,4.2,-0.4,-2.2
COCCNC(=O)Cn1c(=O)n(C)c2ccccc21,-2.8,0.4,2.3,-5.0,-2.3,9.1,-0.5,0.2,-2.0
CCCNC(=O)N1CCN(Cc2ccco2)CC1,3.8,-0.3,0.8,0.5,-0.8,-4.4,1.8,2.7,-1.3
C[C@H](NC(=O)c1nc[nH]c1C(=O)N1CCN(c2ccccc2)CC1)C(=O)OCc1ccccc1,12.9,0.2,-2.8,-4.2,-1.4,-2.5,-18.7,2.2,-1.1
COC(=O)CC1Oc2ccc(C)cc2NC1=O (stereo unspecified),9.9,-0.7,-3.7,14.7,-1.3,-1.9,8.1,2.2,-3.5
CCCCNC(=O)c1ccc(CNc2c(N3CCC(C(=O)OCC)CC3)c(=O)c2=O)cc1,10.3&8.1,-5.4,-4.5&-1.2,9.6&7.9,.,1.5&11.4,0.7,0.7&-0.2,-0.5&1.3
CCN(CC)S(=O)(=O)c1cccc(C(=O)N/N=C/c2ccc(O)c(O)c2O)c1,21.8,0.3,-10.7,25.1,.,4.4,13.0,-4.7,3.5

# Complete entries from above. Values in the order: GDH-TPI inh, UGM FP inh, BoNT F protease, MazF activator, Mtb BioA inh, PrPC TRFRET, Rv3671c inh, FBA Mtb inh, FadD28 binding
# `COc1ccc(-c2nc(CS(=O)CC(=O)NC(C)CCc3ccccc3)c(C)o2)cc1OC` (stereo unspecified) across the screens: -0.4, -1.1, 3.4, -1.7, 4.2, -2.6, -13.1, 6.0, -4.1
# `Cc1cc2c(Nc3ccc(O)cc3)ncnc2s1` across the screens: 4.3, 1.8, 6.5, 13.7, 7.0, -5.5, ., -0.6, -2.5

# Later entries.
SMILES,GDH-TPI inh,UGM FP inh,BoNT F protease,MazF activator,Mtb BioA inh,PrPC TRFRET,Rv3671c inh,FBA Mtb inh,FadD28 binding
COc1ccc(-c2cnc3c(NC=O)cc(-c4ccc(S(C)(=O)=O)cc4)cn23)cc1OC,11.5,.,-11.3,.,0.8,-25.6,.,1.9,-0.5
COc1ccc2cc(C(c3nnnn3C(C)(C)C)N3CCSCC3)c(=O)[nH]c2c1 (stereo unspecified),24.7,-0.3,-11.8,1.8,-0.9,1.3,-4.7,6.8,0.9
O=C(NC(=S)NCc1cccnc1)c1cc(Br)ccc1Cl,4.5,3.9,5.5,9.9,-3.3,5.3,-1.6,1.6,-1.1
COc1cccc(SCc2noc(C(=O)NC(C)C)c2C(=O)NC(C)C)c1,1.8,-1.8,-0.2,-0.2,0.9,4.7,-1.9,2.0,-1.0
COc1ccc(S(=O)(=O)Cc2ccc(C(=O)O)o2)cc1,-3.7,1.3,-11.5,1.0,-2.7,-3.5,-1.6,-1.0,1.0
Cc1ccc(/C=C/C(=O)Nc2nnc(C)s2)o1,32.0*,1.2,8.0,4.8,.,-14.8,-2.4,1.9,0.7
CCOC(=O)c1c(C)[nH]c(C)c1S(=O)(=O)NCCc1cccs1,1.9,0.2,-13.0,1.4,1.4,-2.8,-8.2,0.3,-1.6
OC1CCCCC1Sc1nc2ccccc2s1 (stereo unspecified),-0.8,-1.0,-8.1,1.1,0.6,3.5,8.3,2.6,-13.0
CN(C)S(=O)(=O)c1cccc(NC(=O)c2c[nH]c3ccccc23)c1,-2.3,1.3,4.6,6.7,1.0,-2.4,-28.4,77.8*,-7.0

# Pulled by compound from above, 2 records:
SMILES,GDH-TPI inh,UGM FP inh,BoNT F protease,MazF activator,Mtb BioA inh,PrPC TRFRET,Rv3671c inh,FBA Mtb inh,FadD28 binding
Cc1ccc(/C=C/C(=O)Nc2nnc(C)s2)o1,32.0*,1.2,8.0,4.8,.,-14.8,-2.4,1.9,0.7
O=C(NC(=S)NCc1cccnc1)c1cc(Br)ccc1Cl,4.5,3.9,5.5,9.9,-3.3,5.3,-1.6,1.6,-1.1

# High-throughput results from PubChem BioAssay.
